Source: PubChem BioAssay
ABCG2 block: ABCG2 efflux pump inhibitors, primary screen, multiplex with ABCB1, IgMXP3 cells, flow cytometry. Broad substrate specificity ATP-binding cassette transporter ABCG2 (Homo sapiens), Q9UNQ0. JC-1 efflux. inhibition, % at 6.6 µM. 0.1% of 190,000 active. AID 1325, 2008;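 active means inhibition above 80%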;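 further: 0% = DMSO and 100% = nicardipine control wells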
Target sequence (Q9UNQ0 whole entry, looked up): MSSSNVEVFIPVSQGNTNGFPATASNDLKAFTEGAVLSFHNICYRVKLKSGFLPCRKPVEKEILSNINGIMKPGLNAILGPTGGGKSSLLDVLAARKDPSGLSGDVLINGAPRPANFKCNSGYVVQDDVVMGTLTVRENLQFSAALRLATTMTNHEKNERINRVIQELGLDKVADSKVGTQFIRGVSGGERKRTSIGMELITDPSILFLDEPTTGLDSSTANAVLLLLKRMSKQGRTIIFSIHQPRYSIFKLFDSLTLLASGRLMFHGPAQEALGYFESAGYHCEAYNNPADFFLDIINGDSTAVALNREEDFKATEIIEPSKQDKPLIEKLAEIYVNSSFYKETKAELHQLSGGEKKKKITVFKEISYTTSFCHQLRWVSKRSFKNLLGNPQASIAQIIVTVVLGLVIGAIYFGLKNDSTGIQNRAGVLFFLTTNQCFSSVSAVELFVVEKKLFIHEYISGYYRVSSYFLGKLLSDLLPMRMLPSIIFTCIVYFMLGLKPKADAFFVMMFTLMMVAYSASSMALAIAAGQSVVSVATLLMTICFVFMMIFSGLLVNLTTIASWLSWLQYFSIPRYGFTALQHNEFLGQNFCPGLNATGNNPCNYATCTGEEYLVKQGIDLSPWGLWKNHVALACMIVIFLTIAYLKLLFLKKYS
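Test system: IgMXP3 cells (ABCG2) mixed with DDAO far-red-labelled CCRF-Adr cells (ABCB1). Reagent: JC-1 transporter substrate. Compound dosing: single test compound dose, 6.6 µM final. Times: 10 min compound exposure, 25 °C. Detection: flow cytometry of retained JC-1 fluorescence. Read-out basis: efflux inhibition in percent versus controls. Controls: nicardipine and DMSO wells.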
Mcl1-Noxa inh: Mcl-1/Noxa binding inhibitors, primary screen, biochemical, TR-FRET, 1536-well | Induced myeloid leukemia cell differentiation protein Mcl-1 (Homo sapiens), Q07820 | TR-FRET Mcl-1/Noxa peptide binding, 2 h | inhibition, % at 21.7 µM | 1.5% of 220,000 active | AID 1022, 2008;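 active means compounds that cut the protein-peptide binding signal by more than 50% relative to plate controls in a single-dose test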;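 further: His-tagged Mcl-1 with rhodamine Noxa BH3 peptide and terbium anti-His antibody; 0% = Mcl-1 plus Noxa peptide wells and 100% = peptide-only wells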
Target sequence (Q07820 whole entry, looked up): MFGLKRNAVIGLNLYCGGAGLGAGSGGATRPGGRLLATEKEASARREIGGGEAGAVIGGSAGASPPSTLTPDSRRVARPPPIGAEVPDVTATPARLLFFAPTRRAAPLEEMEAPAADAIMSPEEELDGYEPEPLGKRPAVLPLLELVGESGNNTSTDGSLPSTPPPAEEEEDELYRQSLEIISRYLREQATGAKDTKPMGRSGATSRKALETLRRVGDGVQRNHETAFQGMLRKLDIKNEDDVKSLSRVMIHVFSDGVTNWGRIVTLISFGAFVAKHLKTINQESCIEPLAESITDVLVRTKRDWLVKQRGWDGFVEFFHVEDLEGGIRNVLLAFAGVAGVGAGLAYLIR
RGS4-Gao reg: modulators of RGS4 binding to Galphao, primary screen, biochemical, multiplexed bead flow cytometry | Guanine nucleotide-binding protein G(o) subunit alpha (Homo sapiens), P09471 | binding response (% of control), % at 10 µM | AID 1415, 2008 | actives lie on both sides | 0.33% of 220,000 active; in the data active means binding response below about 49% or above about 150%; inactive means in between;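 further: fluorescent Galphao activated with aluminum fluoride binding bead-coupled RGS4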
Avidin bead fluor: green autofluorescence of compounds with avidin beads – biophysical, 488/530 nm, flow cytometry, artefact control, profiling panel; 0.38% of 220,000 active; compound fluorescence 488/530 nm; hits give high values; fluorescence (KMESF) at 10 µM; in the data active means fluorescence above about 47; further: inactives centre near 10
Pf gamet viab: late stage P. falciparum gametocyte viability inhibitors, primary screen, ATP luminescence, HTS; P. falciparum stage V gametocytes, 24 h; inhibition, % at 10.9 µM; 0.065% of 150,000 active; AID 743093, 2013;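 active means inhibition above the mean plus 3 SD of compounds within the control limits, set per campaign, cut at about 38% in these data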;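 further: 0% = DMSO wells and 100% = medium only without gametocytes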
Mcl1-Bid inh: Mcl-1/Bid binding inhibitors, primary screen, biochemical, TR-FRET, 1536-well; Induced myeloid leukemia cell differentiation protein Mcl-1 (Homo sapiens), Q07820; TR-FRET Mcl-1/Bid-Dy647 peptide binding; inhibition, % at 21.7 µM; 0.97% of 220,000 active;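 active means compounds that cut the binding signal by more than half at the single screening dose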;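 further: His-tagged Mcl-1 with europium anti-His antibody binding Bid BH3 peptide; 0% = Mcl-1 plus peptide wells and 100% = peptide-only wells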
RGS8-Gao reg: RGS8-Galphao binding modulators, primary screen, biochemical, multiplexed bead flow cytometry; actives lie on both sides; response (percent of control binding), % at 10 µM; 0.34% of 220,000 active; in the data active means response below about 60% or above about 140%; inactive means in between;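 further: Galphao activated as the GDP aluminium fluoride complex binding bead-coupled RGS8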
Bim-Mcl-1: inhibitors of Bim peptide binding to Mcl-1, primary screen, biochemical, bead-based flow cytometry, multiplex; Bim peptide-Mcl-1 binding; inhibition, % at 10 µM; 0.1% of 190,000 active; AID 1009, 2008; in the data active means inhibition above about 40%;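 further: 0% = no compound tracer wells and 100% = peptide blocker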
ABCB1 inh: ABCB1 efflux pump inhibitors, primary screen, cell-based, multiplex, flow cytometry, ABCG2 counter-screen; ATP-dependent translocase ABCB1 (Homo sapiens), P08183; inhibition, % at 6.6 µM; AID 1326, 2008; 0.067% of 190,000 active; CCRF-Adr cells, JC-1 efflux; in the data active means inhibition above about 40%;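 further: 0% = vehicle and 100% = reference inhibitor; higher value means more JC-1 retained so stronger ABCB1 efflux block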
GSH fluor: compound fluorescence on glutathione beads, profiling panel, artefact control, biophysical, 488/530 nm, flow cytometry; GSH beads flow cytometry, compound fluorescence 488/530 nm; hits give high values; fluorescence (KMESF) at 10 µM; 0.25% of 190,000 active; in the data active means fluorescence above about 89;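 further: glutathione beads carrying GST-tagged Bcl family fusion proteins plus one bare bead set; values are compound well signal with DMSO vehicle wells as background; inactives centre near 16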
RGS7-Gao: RGS7-Galphao binding modulators, primary screen, biochemical, multiplexed bead flow cytometry; actives lie on both sides; binding response (% of control), % at 10 µM; Guanine nucleotide-binding protein G(o) subunit alpha (Homo sapiens), P09471; 0.35% of 220,000 active; AID 1439, 2008; in the data active means binding response below about 49% or above about 150%; inconclusive means no clear call, values can overlap the other calls; inactive means in between;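 further: fluorescent Galphao held in activated GDP-AlF4 state binding bead-coupled RGS7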
Starred values were filed as active, the others as inactive; u = inconclusive; x = not tested or not shown. These rows are one share of the data, so the mix of outcomes need not match the whole.

SMILES	RGS4-Gao reg	Bim-Mcl-1	Pf gamet viab	RGS7-Gao	Mcl1-Bid inh	Avidin bead fluor	Mcl1-Noxa inh	ABCG2 block	RGS8-Gao reg	GSH fluor	ABCB1 inh
Cc1ccccc1NC1=NCCCS1	97	-5	x	99	-25	12	18	1	96	24	0.7
CCC(=O)N1CC(=O)Nc2ccc(Br)cc2C1c1ccccc1 (stereo unspecified)	100	-3	x	98	-1	12	17	5	101	9	0.3
COc1cc(N)c(Cl)cc1C(=O)NC1CN2CCC1CC2 (stereo unspecified)	98	0	x	101	0	7	18	0	102	69	x
CCN(CC)c1ccc(/C=C2/C(=O)NC(=O)N(CC3CCCO3)C2=O)cc1 (stereo unspecified)	99	-4	x	100	-29	8	27	1	103	14	0.6
CC(=O)O[C@]1(c2ccccc2)CCN(C)[C@H]2CCCC[C@@H]21	102	0	x	101	9	6	19	2	103	18	0.3
Cc1sc2nc(COC(=O)Cc3ccccc3)[nH]c(=O)c2c1C	103	0	9	100	19	3	10	1	98	51	0.1
CC/C(=N\NC(=S)Nc1ccccc1)c1c(O)[nH]c(=O)[nH]c1=O	98	x	5	u	-104	12	39	x	90	x	x
C[C@]12CC[C@@H]3c4ccc(O)c(O)c4CC[C@H]3[C@@H]1CC[C@@H]2O	90	4	x	103	-76	3	64*	0	84	61	x
Cc1ccsc1C(=O)C1CCCN(Cc2ccc(-n3cccn3)cc2)C1 (stereo unspecified)	101	0	9	102	-29	12	5	1	99	12	1.2
Cc1nc2ccccc2c(=O)n1-c1ccc(C(=O)O)cc1	88	x	28	u	2	x	8	x	91	x	x
CCOC(=O)C1=C(C)OC(N)=C(C#N)C12C(=O)N(C)c1ccccc12 (stereo unspecified)	98	3	x	97	-6	10	1	0	100	12	0.2
CC1=NN(c2ccccc2)C(=O)C1/C=C1\C(=O)NC(=O)N(c2cc(C)cc(C)c2)C1=O (stereo unspecified)	98	-2	x	94	24	19	24	-2	100	24	-0.9
NC1=NC(c2cccnc2)n2c(nc3ccccc32)N1 (stereo unspecified)	98	x	-21	u	-9	4	9	x	101	x	x
CSc1ncc(/C=C2/C(=O)NC(=O)N(c3ccc(Cl)cc3)C2=O)cn1	90	1	-11	87	-10	8	43	-2	83	12	-0.7
Cc1ccc(OCC(=O)NCCN2CCN(C(=O)COc3ccc(C)cc3)CC2)cc1	99	0	x	105	-38	8	-2	16	102	14	-0.1
CC(=O)Nc1ccccc1C(=O)OCC(=O)c1ccc2c(c1)OCCO2	99	-3	3	100	-41	20	-11	29	100	16	-1.5
CCC(=Nc1cccc(C(F)(F)F)c1)c1c(O)n(C)c(=O)n(C)c1=O	95	x	0	u	-7	4	3	x	97	x	x
O=C(Cc1ccccc1[N+](=O)[O-])N1CCN(Cc2ccc3c(c2)OCO3)CC1	101	1	13	u	-24	13	-3	5	103	15	-0.5
CCC(COC(=O)NC)NC(=O)Oc1cccc(C)c1 (stereo unspecified)	95	0	x	93	-14	14	9	2	98	10	0.4
Cc1cccn2c(=O)c3cc(C(=O)N4CCC5(CC4)OCCO5)n(C)c3nc12	101	-3	x	101	9	41	5	4	99	14	0.4
Cn1cccc1CNCCc1ccccc1F	96	-1	-10	94	-31	11	3	1	90	27	0.6
CCOc1ccc(C(=O)OC2CC3CCC(C2)N3C)cc1 (stereo unspecified)	102	1	1	101	15	10	24	1	106	9	0.7
FC(F)(F)c1ccc2c(c1)N(CCCN1CCN(CCCl)CC1)c1ccccc1S2	107	0	-6	121	37	20	43	5	105	16	1.0
OC(CNCCc1c[nH]c2ccccc12)C(F)(F)F (stereo unspecified)	95	3	4	99	-60	11	-4	1	97	16	0.3
COc1ccc(-c2cc(C(F)(F)F)n3nc(C(=O)N4CCC5(CC4)OCCO5)cc3n2)cc1OC	95	1	29	103	-5	23	2	5	102	16	0.9

The list continues.
SMILES	RGS4-Gao reg	Bim-Mcl-1	Pf gamet viab	RGS7-Gao	Mcl1-Bid inh	Avidin bead fluor	Mcl1-Noxa inh	ABCG2 block	RGS8-Gao reg	GSH fluor	ABCB1 inh
CC1(C)CC(=O)C=C(NCCN2CCN(C(=O)Cc3ccc(Cl)cc3)CC2)C1	96	-3	15	99	-26	27	-1	1	104	12	0.8
CN(C)CC1CCCCC1=O (stereo unspecified)	97	x	3	u	-7	8	22	x	97	x	x
CCCC(=O)NC(Oc1ccc(C(C)=O)cc1)C(Cl)(Cl)Cl (stereo unspecified)	96	10	6	92	10	9	14	0	96	12	0.4
COc1ccccc1N1CCN(Cc2ccc(Cl)cc2Cl)CC1	104	-3	x	99	-28	13	10	1	107	56	-0.2
COc1ccc(C(=O)N/N=C/C23CC[C@@H](O)CC2(O)CC[C@@H]2[C@@H]3CCC3(C)C(C4=CC(=O)OC4)CCC23O)cc1 (stereo partly specified)	98	x	-18	u	-17	6	-1	x	97	x	x
Cc1ccccc1CN1CCNCC1	98	-3	10	100	-7	12	42	0	100	12	0.3
Cc1[nH]n(-c2ccccc2)c(=O)c1C(c1ccc([N+](=O)[O-])cc1)c1c(C)[nH]n(-c2ccccc2)c1=O	103	-3	x	100	-27	13	-3	5	101	18	0.1
COc1ccc(O)c(CN2CCCC(C(=O)c3ccccc3SC)C2)c1 (stereo unspecified)	97	0	0	88	-65	7	-2	1	102	24	0.3
Cc1ccc(N2C(=O)NC(=O)C(CCc3ccncc3)(Cc3cccc(Cl)c3Cl)C2=O)cc1 (stereo unspecified)	95	-5	-6	96	-17	16	9	5	96	15	1.7
Cc1ccccc1-n1c(C)nc2ccccc2c1=O	100	0	-13	101	-4	12	0	0	103	11	8.9
CCC(=O)c1ccc(OC(=O)N(C)c2ccccc2)cc1	98	-2	8	u	-31	10	18	1	100	11	0.4
Cn1c(O)c(C=NCc2cccs2)c(=O)n(C)c1=O	101	-1	-12	98	0	11	-8	3	102	9	0.7
CC(O)(CS(=O)(=O)c1cccc(C(F)(F)F)c1)C(=O)Nc1cccc(C(F)(F)F)c1 (stereo unspecified)	100	-1	x	99	-13	11	4	1	99	42	0.4
Cn1c(=O)n(CC(=O)N2CCC3(CC2)OCCO3)c(=O)c2ccccc21	102	-1	13	99	3	5	-3	-3	102	32	-0.2
COC(=O)c1ccc(C(C(=O)NC2CCCCC2)N(CCN2CCOCC2)C(=O)Cc2cccs2)cc1 (stereo unspecified)	102	0	-12	106	-2	16	-8	0	117	10	1.7
C=CCn1c(O)c(C(CC)=NCC2CCCO2)c(=O)[nH]c1=O (stereo unspecified)	147	x	2	u	-15	35	-15	x	107	x	x
CCOC(=O)c1ccc(NC(=O)C2C3C=CC(O3)C2C(=O)O)cc1 (stereo unspecified)	100	2	x	99	-4	11	12	2	98	14	0.4
CCc1ccccc1N1C(=O)/C(=C/c2ccc(N3CCN(C)CC3)o2)C(=O)NC1=S	101	-4	-31	100	-16	6	-27	1	102	11	0.3
Cn1c2ccccc2c2c(C(=O)N3CCC4(CC3)OCCO4)cn(C3CCCC3)c(=O)c21	101	-4	1	100	5	36	7	1	100	12	1.2
Cc1ccc2nc3c(cc2c1)CC1(C(=O)N(C)C(=O)N(C)C1=O)C1CCCCN31 (stereo unspecified)	102	-3	x	102	10	9	27	-1	104	23	0.8
CC(=O)[C@H]1CC[C@H]2[C@@H]3CC[C@H]4C[C@H](O)CC[C@]4(C)[C@H]3C(=O)C[C@]12C	104	-1	x	101	7	8	7	1	103	21	0.3
O=C(O)CCC(=O)NCCC1=c2ccccc2=N/C1=C\c1c(O)n(Cc2ccc(F)cc2)c(=S)[nH]c1=O	89	x	6	u	100*	6	104*	x	88	x	x
CCC(=NCCCn1ccnc1)c1c(O)n(-c2ccc(OC)cc2)c(=O)[nH]c1=O	87	x	23	u	0	7	-19	x	97	x	x
CC12CN3CC(C)(CN(C1)C31CCOCC1)C2=O	99	x	x	100	-2	4	-28	0	110	29	0.0
COc1ccc(OCC(=O)N2CCN(C/C=C/c3ccccc3)CC2)cc1	99	-4	4	u	-25	9	2	0	98	15	1.9

(further entries)
SMILES	RGS4-Gao reg	Bim-Mcl-1	Pf gamet viab	RGS7-Gao	Mcl1-Bid inh	Avidin bead fluor	Mcl1-Noxa inh	ABCG2 block	RGS8-Gao reg	GSH fluor	ABCB1 inh
C=CCOc1ccc(CC2C(=O)N(C)C(=O)N(C)C2=O)cc1	86	0	x	76	-17	9	24	1	100	14	0.1
CCOC(=O)c1ccc2[nH]c(-c3ccc(S(=O)(=O)F)cc3)cc(=O)c2c1	94	x	x	u	3	6	14	x	99	x	x
CC(C)CN1CCN(Cc2ccccc2C(F)(F)F)CC1CCO (stereo unspecified)	101	-2	4	97	-36	12	15	0	105	18	0.3
O=[N+]([O-])c1cc(F)c(N2CCCC2)cc1N1CCNCC1	102	1	x	100	-37	8	8	5	100	14	1.6
COc1ccccc1N(CC(=O)NC1CCCCC1)C(=O)c1cnn(C(C)C)c1	103	-4	6	104	0	28	4	6	99	18	1.2
CNC(C(=O)c1ccccc1)C(OC)c1ccccc1 (stereo unspecified)	94	0	3	95	-11	12	7	1	96	77	0.5
CC(=O)NC(C)Cc1ccccc1 (stereo unspecified)	102	-4	x	97	-11	15	13	7	100	37	0.3
CC(C)OC12Oc3ccccc3C=C1N1CCC2CC1 (stereo unspecified)	101	2	x	98	-16	8	-5	2	100	13	0.2
CCCCn1c(O)c(C(CC)=NCCc2ccccc2)c(=O)[nH]c1=O	89	-1	x	86	5	5	-12	-2	95	29	-2.5
C=CCn1c(O)c(C(C)=Nc2ccc(N(C)C)cc2)c(=O)[nH]c1=O	94	0	13	98	-23	6	14	1	100	75	0.5
Cc1cc(C)cc(N2C(=O)NC(=O)/C(=C\c3cccn3-c3ccc(Cl)cc3)C2=O)c1	99	-3	x	94	2	21	-5	-13	97	22	-0.2
O=[N+]([O-])/C=C1/NCCN1Cc1ccc(Cl)nc1	93	0	x	90	-53	6	0	1	93	19	1.0
